# Compound activity as filed in PubChem.
# Pemphigus Ab inh: inhibitors of pemphigus antibody binding to DSG3, primary screen, biochemical, bead-based, flow cytometry, scFv-GFP | DSG3-coupled beads, scFv-anti-DSG3-GFP binding; stronger effect = lower value | binding (percent of control), % at 10 µM | hit rate 0.48% among 310,000;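 active = binding more than 3 SD below its plate's average and above zero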; also: some compounds called inactive have numbers as strong as hits
# V-ATPase pHluor: regulators of yeast V-ATPase proton pumping, primary screen, pHLuorin cytosolic pH fluorescence. response, % at 10 µM. hit rate 0.37% among 350,000. AID 504577, 2011. S. cerevisiae; in the data active = response mostly above about 7.3%, no sharp cut-off; inactive = mostly below about 5.4%; also: actives read high; inactives centre near 0; some compounds called inactive have numbers as strong as hits; reference of the scale not given here
# LANA DNA inh: inhibitors of KSHV C-LANA binding to DNA, primary screen, biochemical, fluorescence polarization, FAM-LBS DNA, MBP-C-LANA, single point | Kaposi's sarcoma herpesvirus LANA C-terminal domain (residues 932-1162) DNA binding | inhibition, % at 9 µM | hit rate 0.078% among 340,000;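 active = highest replicate inhibition at or above 60% at 9 µM, even if other replicates fall short; inactive = all replicates below 60% inhibition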;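 also: 0% = neutral control wells and 100% = 4 µM acridine orange control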
# cardiac RTF act: cardiac RTF calcium sensitivity activators, primary screen, biochemical, IANBD-TnC fluorescence, EC20 calcium. Troponin I, cardiac muscle (Homo sapiens) + Troponin T, cardiac muscle (Homo sapiens) + …. IANBD-labeled TnC RTF fluorescence at EC20 calcium; 0% EC20 calcium, 100% full calcium. activation, % at 7.2 µM. hit rate 0.24% among 340,000. AID 493008, 2010;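 active = activation above the mean over all tested compounds plus 3 SD, cut at about 30% in these data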;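 also: rise in fluorescence read as greater calcium sensitivity of cardiac thin filaments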
# Wnt bcat act: Wnt/beta-catenin pathway activators, primary screen, cell-based, plate reader, single point; Wnt/beta-catenin reporter cell assay, activator; activation, % at 9.35 µM; hit rate 1.2% among 300,000; AID 743398, 2014; in the data active = activation above about 30%, passing the limit was not always enough;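 also: 0% = neutral control wells and 100% = positive control wells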
# MOR-DOR inv ag: inverse agonists of MOR-DOR heterodimerization, primary screen, cell-based, luminescence; Mu-type opioid receptor (Homo sapiens) + Delta-type opioid receptor (Homo sapiens), …; cell-based MOR-DOR heterodimer luminescence, inverse agonism; inhibition, % at 9.3 µM; hit rate 0.21% among 340,000; AID 504357, 2011; in the data active = inhibition above about 22%, passing the limit was not always enough;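 also: 0% = cells with DMSO and 100% = wells without cells with DMSO; values of inactives mirror those of a sister screen read the other way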
# Keap1-Nrf2 PPI: Keap1-Nrf2 protein-protein interaction inhibitors, primary screen, biochemical, fluorescence polarization, single point. Kelch-like ECH-associated protein 1 (Homo sapiens), Q14145. Keap1 Kelch-Nrf2 peptide fluorescence polarization, 1536-well. inhibition, % at 9.4 µM. hit rate 0.15% among 340,000. AID 504523, 2011; in the data active = inhibition above about 12%;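 also: human Keap1 Kelch domain with fluorescein labeled Nrf2 9mer peptide probe; 0% = neutral control wells and 100% = peptide positive control; higher means more block of Keap1 binding to Nrf2 peptide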
# Target sequence (Q14145 whole entry, looked up, the tested form may be a part): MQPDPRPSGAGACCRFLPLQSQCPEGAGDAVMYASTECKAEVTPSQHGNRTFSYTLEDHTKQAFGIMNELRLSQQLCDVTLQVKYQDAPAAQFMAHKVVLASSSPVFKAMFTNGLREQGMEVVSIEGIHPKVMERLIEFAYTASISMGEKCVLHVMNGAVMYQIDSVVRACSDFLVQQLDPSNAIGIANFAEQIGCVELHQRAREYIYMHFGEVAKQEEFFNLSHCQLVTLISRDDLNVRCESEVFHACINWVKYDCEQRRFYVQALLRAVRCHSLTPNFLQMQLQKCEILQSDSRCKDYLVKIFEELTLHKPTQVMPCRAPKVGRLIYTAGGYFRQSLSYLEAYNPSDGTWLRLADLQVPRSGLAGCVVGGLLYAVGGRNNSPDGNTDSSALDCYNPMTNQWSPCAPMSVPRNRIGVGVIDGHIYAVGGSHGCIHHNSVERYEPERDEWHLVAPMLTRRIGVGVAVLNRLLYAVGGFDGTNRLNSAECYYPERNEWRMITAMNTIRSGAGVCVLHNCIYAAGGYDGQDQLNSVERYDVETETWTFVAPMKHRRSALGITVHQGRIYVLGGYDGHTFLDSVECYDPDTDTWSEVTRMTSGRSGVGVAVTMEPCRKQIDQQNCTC
# Arrestin-AP2 inh: inhibitors of beta-arrestin/AP2 binding, primary screen, biochemical, GPCR trafficking, flow cytometry; hit rate 0.31% among 340,000; inhibition, % at 10 µM; FITC-arrestin peptide / GST-AP2 beads; AP2 beta2 appendage carries R879A mutation; AID 504490, 2011;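 active = inhibition above a set limit, near 3 SD of compounds lacking own fluorescence, cut at about 54% in these data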;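 also: plate controls were DMSO wells for no effect and 5 µM unlabelled arrestin peptide for full effect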
#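 System: GST-tagged AP2 beta2-adaptin appendage (R879A) on 4 µm glutathione beads / Reagent: FITC-arrestin peptide, 50 nM / Detection: HyperCyt-sampled flow cytometry, FL1 channel, ex 488/em 535 nm / Timing: 12 min plus 1 h, RT / Buffer or medium: PBS plus Tween 20 (0.05%) and BSA (0.1%)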
# RTF Ca sens inh: cardiac RTF calcium sensitivity inhibitors, primary screen, biochemical, IANBD-TnC fluorescence, EC70 calcium. Troponin I, cardiac muscle (Homo sapiens) + Troponin T, cardiac muscle (Homo sapiens) + …. IANBD-labeled cardiac RTF, Ca2+ fluorescence. inhibition, % at 7.15 µM. hit rate 0.12% among 340,000. AID 493244, 2011;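 active = inhibition above the mean inhibition of all tested compounds plus 3 SD, cut at about 17% in these data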;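 also: assay run at fixed EC70 calcium of 1.6 mM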
# OPRM1-OPRD1 ag: agonists of OPRM1-OPRD1 heterodimerization, primary screen, cell-based, luminescence. Mu-type opioid receptor (Homo sapiens) + Delta-type opioid receptor (Homo sapiens), …. cells. activation, % at 9.3 µM. hit rate 0.3% among 340,000; in the data active = activation above about 18%;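 also: 0% = vehicle-treated cells and 100% = reference agonist; values of inactives mirror those of a sister screen read the other way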
# * = called active by the depositor; . = not tested or not shown.
item	Pemphigus Ab inh	V-ATPase pHluor	LANA DNA inh	cardiac RTF act	Wnt bcat act	MOR-DOR inv ag	Keap1-Nrf2 PPI	Arrestin-AP2 inh	RTF Ca sens inh	OPRM1-OPRD1 ag	molecule
1	104	.	-1.4	-2	1	-17	-5	27	-6	3.3	O=C(C1CC1)N1CCC(c2nc(-c3ccc(S(=O)(=O)NCC4CCCO4)cc3)no2)CC1 (centres undefined)
2	99	-3	-3.6	3	-3	-2	-1	-2	-5	0.5	CC1SCC(=O)N(CC(=O)NCCc2ccccc2)C1=O (centres undefined)
3	100	4	-0.4	3	.	1	2	-7	-2	-0.1	Cc1ccc(-n2c(SCC(=O)N3CCOCC3)nnc2-c2cccnc2)cc1C
4	89	-2	0.6	0	0	1	-3	11	-17	-0.3	Cc1ccccc1N1CCN(Cc2cc3c(cc2[N+](=O)[O-])OCO3)CC1
5	107	1	1.4	-4	3	9	3	-16	-6	-2.1	COc1ccc(CNC(=O)C2CC(C)=CCC2C(=O)O)cc1 (centres undefined)
6	.	3	-0.9	1	.	8	-8	-8	3	-1.6	CCc1nn2c(=O)cc(CSCC(=O)Nc3ccccc3F)nc2s1
7	134	2	-0.5	4	-14	4	-1	.	-3	-0.6	COc1ccc(CC(=O)N2N=C(c3ccncc3)CC2(O)C(F)(F)F)cc1 (centres undefined)
8	97	-1	-2.9	-8	-2	20	0	-4	-5	-3.7	Cc1[nH]n(-c2ccccc2)c(=O)c1N=Nc1ccccc1C(=O)N1CCCCC1

# Molecules listed so far with nitrogen in an aromatic ring (five):
item	Pemphigus Ab inh	V-ATPase pHluor	LANA DNA inh	cardiac RTF act	Wnt bcat act	MOR-DOR inv ag	Keap1-Nrf2 PPI	Arrestin-AP2 inh	RTF Ca sens inh	OPRM1-OPRD1 ag	molecule
1	104	.	-1.4	-2	1	-17	-5	27	-6	3.3	O=C(C1CC1)N1CCC(c2nc(-c3ccc(S(=O)(=O)NCC4CCCO4)cc3)no2)CC1 (centres undefined)
3	100	4	-0.4	3	.	1	2	-7	-2	-0.1	Cc1ccc(-n2c(SCC(=O)N3CCOCC3)nnc2-c2cccnc2)cc1C
6	.	3	-0.9	1	.	8	-8	-8	3	-1.6	CCc1nn2c(=O)cc(CSCC(=O)Nc3ccccc3F)nc2s1
7	134	2	-0.5	4	-14	4	-1	.	-3	-0.6	COc1ccc(CC(=O)N2N=C(c3ccncc3)CC2(O)C(F)(F)F)cc1 (centres undefined)
8	97	-1	-2.9	-8	-2	20	0	-4	-5	-3.7	Cc1[nH]n(-c2ccccc2)c(=O)c1N=Nc1ccccc1C(=O)N1CCCCC1

# Following part.
item	Pemphigus Ab inh	V-ATPase pHluor	LANA DNA inh	cardiac RTF act	Wnt bcat act	MOR-DOR inv ag	Keap1-Nrf2 PPI	Arrestin-AP2 inh	RTF Ca sens inh	OPRM1-OPRD1 ag	molecule
9	92	-3	-1.4	-5	-1	17	1	38	5	-3.4	COc1cc(/C=N/NC(=O)c2ccccc2O)ccc1OCC(=O)Nc1ccccc1
10	120	1	2.8	4	29	21	-5	-5	-7	-4.1	c1ccc(CCNc2nc(-c3ccccn3)nc3ccccc23)cc1
11	106	0	-0.1	1	-1	17	-6	-5	-16	-3.6	O=S(=O)(Nn1cnnc1)c1ccc2ccccc2c1
12	107	1	0.2	-1	-2	2	-1	5	-5	-0.5	Cc1ccc(S(=O)(=O)CC(O)COc2ccc(F)cc2Cl)cc1 (centres undefined)
13	106	0	-0.5	1	-1	-2	-5	10	-15	0.4	COc1ccc2[nH]c(=O)c(CNC3CCCCC3)cc2c1
14	91	-6	0.5	-6	.	-20	0	-10	-7	3.7	CCc1ccc(NC(=O)c2c(Cl)nc(C)c(Cl)c2C)cc1
15	84	-3	0.5	-2	.	10	-1	1	-16	-1.6	O=C(NN1C(=O)C2C3C=CC(C4CC34)C2C1=O)c1ccccc1Cl (centres undefined)
16	108	3	0.3	6	-4	6	-9	0	2	-1.1	COc1c(Cl)cc(-c2noc(C)c2C(=O)NC(C)C)cc1Cl

# Next compounds
item	Pemphigus Ab inh	V-ATPase pHluor	LANA DNA inh	cardiac RTF act	Wnt bcat act	MOR-DOR inv ag	Keap1-Nrf2 PPI	Arrestin-AP2 inh	RTF Ca sens inh	OPRM1-OPRD1 ag	molecule
17	105	2	4.8	7	-4	-18	-1	8	-32	3.4	CCOc1ccc(Cn2c3ccc(OC)cc3c3nc4ccccc4nc32)cc1OC
18	108	2	-1.1	-7	0	11	7	-1	-2	-2.2	CCCc1nnc(NC(=O)CCC(=O)N2CCN(Cc3cc(F)ccc3OC)CC2)s1
19	107	0	0.7	2	6	9	-4	6	-4	-1.6	COC(=O)C[C@H]1c2ccccc2S(=O)(=O)N1c1cccc(OC)c1
20	116	5	0.9	-3	-1	-9	6	4	-5	1.9	CCOC(=O)c1ccc(S(=O)(=O)N2CCN(CC3CC=CCC3)CC2)cc1 (centres undefined)
21	.	-3	-2.2	8	-4	-2	-9	21	-7	0.4	CCOC(=O)c1c(SCCN2CCCCC2)n(-c2ccccc2)c(=S)n(-c2ccccc2)c1=O
22	111	-59	0.3	-1	.	14	-2	-25	-11	-2.3	CCOC(=O)c1nn(-c2ccc(C)cc2)cc1O
23	.	4	-0.4	-4	-2	8	1	2	-4	-1.5	CC(C)=C(NC(=O)c1ccccc1Br)C(=O)NCCc1nc2ccccc2[nH]1
24	101	4	-0.9	3	-1	9	6	-11	-2	-1.5	CC(OC(=O)c1cccc(-n2cnnn2)c1)C(=O)NCc1ccccc1 (centres undefined)

# Next section:
item	Pemphigus Ab inh	V-ATPase pHluor	LANA DNA inh	cardiac RTF act	Wnt bcat act	MOR-DOR inv ag	Keap1-Nrf2 PPI	Arrestin-AP2 inh	RTF Ca sens inh	OPRM1-OPRD1 ag	molecule
25	108	0	0.5	4	1	4	2	5	-2	-0.7	O=C(CCC(=O)Nc1ccccc1)N/N=C/c1ccco1
26	87	-2	1.1	-2	28	-15	-4	6	-10	2.4	O=C(c1cccs1)N1CCc2ccccc2C1
27	94	-2	-1.3	-5	9	13	-2	27	-8	-2.9	COc1ccc(-c2coc3cc(O)c(OC)cc3c2=O)cc1
28	96	-5	-0.9	1	.	16	-6	-4	-4	-3.6	COc1ccccc1CN1C(=O)CCC1(C)C(=O)NC1CCCCCC1 (centres undefined)
29	98	-1	-0.3	0	-1	0	-2	2	-13	0.1	CC1CCN(C(=O)CCC(=O)N2CC(C)Oc3ccccc32)CC1 (centres undefined)
30	106	0	-0.8	2	.	-6	-4	14	-12	1.4	C#CCOc1ccc(/C=C2\SC(=S)N(Cc3cccnc3)C2=O)cc1
31	.	4	0.3	-1	0	2	-10	-23	-3	-0.3	O=C(N/N=C/c1coc2ccc(Cl)cc2c1=O)c1ccc(O)cc1
32	89	3	0.2	-1	10	13	-1	4	-2	-2.2	COc1ccc(C2CC(c3cccs3)=NN2c2nc(-c3ccccc3)cs2)cc1OC (centres undefined)

# (more compounds)
item	Pemphigus Ab inh	V-ATPase pHluor	LANA DNA inh	cardiac RTF act	Wnt bcat act	MOR-DOR inv ag	Keap1-Nrf2 PPI	Arrestin-AP2 inh	RTF Ca sens inh	OPRM1-OPRD1 ag	molecule
33	99	-3	0.3	-3	-1	15	1	-1	2	-3.5	Cc1ccc(C(=O)NNC(=O)c2cccc(S(=O)(=O)N3CCOCC3)c2)cc1
34	101	-1	-2.0	0	-2	8	-1	1	-18	-2.2	COc1ccc(CN(C)C(=O)c2cccc(S(=O)(=O)N3CCCc4ccccc43)c2)c(OC)c1OC
35	99	-8	-0.4	4	.	10	3	2	-3	-1.9	Cc1ccc(NC(=O)N2CCC(C(=O)NCc3ccccc3)CC2)cc1
36	.	2	-0.7	3	-2	-14	-6	-9	1	3.3	Cc1ccc(C)c(OCCC(=O)N2CCN(S(=O)(=O)c3ccc([N+](=O)[O-])cc3)CC2)c1
37	111	-6	1.3	3	-2	-2	3	8	3	0.3	CCOC(=O)Cn1nc(C)c(NC(=O)c2ccc(Cl)c([N+](=O)[O-])c2)c1C
38	102	5	1.0	-3	-1	9	-2	8	-19	-1.9	CCN(CC)S(=O)(=O)c1ccc(Cl)c(NC(=O)COC(=O)c2cc(-c3ccccc3Cl)nc3ccccc23)c1
39	102	5	2.0	-1	-3	-15	0	5	-2	2.5	CCCn1c(CN2CCN(c3cccc(Cl)c3)CC2)nc2c1c(=O)n(C)c(=O)n2C
40	114	6	-2.3	27	84*	-11	-14	5	-41	1.9	Cc1ccc(N=Cc2sc(O)c3ccccc23)cc1

# Additional structures
item	Pemphigus Ab inh	V-ATPase pHluor	LANA DNA inh	cardiac RTF act	Wnt bcat act	MOR-DOR inv ag	Keap1-Nrf2 PPI	Arrestin-AP2 inh	RTF Ca sens inh	OPRM1-OPRD1 ag	molecule
41	124	0	-1.9	5	4	13	-1	25	-2	-3.0	CC(=O)Nc1ccc(NC(=O)CCNC(=O)c2ccccc2Cl)cc1
42	.	0	-0.9	-4	-2	14	2	18	5	-2.3	COc1cccc(NC(=O)Nc2c(C)n(C)n(-c3ccccc3)c2=O)c1
43	101	-2	1.6	-9	-2	-20	1	0	0	3.4	Clc1ccc(Cn2cccc2C2=NCCO2)cc1
44	95	0	-0.9	-6	13	-6	0	4	-2	1.1	CCOC(=O)c1[nH]c2ccc(OC)cc2c1NC(=O)c1ccccc1C(=O)O
45	88	-2	0.0	0	35*	1	2	-4	-6	-0.2	COc1ccc(-c2nnc(-c3ccc(C)cc3)o2)cc1

# A different layout for 2 compounds above.
item	Molecule	Pemphigus Ab inh	V-ATPase pHluor	LANA DNA inh	cardiac RTF act	Wnt bcat act	MOR-DOR inv ag	Keap1-Nrf2 PPI	Arrestin-AP2 inh	RTF Ca sens inh	OPRM1-OPRD1 ag
43	Clc1ccc(Cn2cccc2C2=NCCO2)cc1	101	-2	1.6	-9	-2	-20	1	0	0	3.4
44	CCOC(=O)c1[nH]c2ccc(OC)cc2c1NC(=O)c1ccccc1C(=O)O	95	0	-0.9	-6	13	-6	0	4	-2	1.1
